Screening data from PubChem.
CHOP UPR activ – apoptotic UPR (CHOP) activation. AID 449763. hit rate 0.34% among 330,000. activation, % at 10 µM. CHO-CHOP luciferase reporter, luminescence; percent of tunicamycin response over DMSO baseline;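 active means at 10 µM dose, activation of 40% or more, normalized to positive control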;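 further: 100% = tunicamycin at 10 µg/mL and 0% = DMSO alone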
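Dosing – one dose, 10 µM in 0.5% DMSO · System – CHO-CHOP cells, stable luciferase reporter of PERK-eIF2a-CHOP signalling · Input – 500 cells/well · Control set – tunicamycin 10 µg/mL final as positive, DMSO-only wells as negative · Timing – 6 h compound treatment, 37 °C · Measure – % activation vs tunicamycin · Technique – luminescence read with Steady-Glo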
CCR6 antag – antagonists of human CCR6 receptor | P51684 | CHO-K1 CCR6 PathHunter beta-arrestin, luminescence, CCL20-stimulated | inhibition, % at 20 µM | hit rate 0.49% among 340,000;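 active means compounds whose inhibition of the agonist-driven luminescence signal at 20 µM reaches about 50%, limit read from the data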;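 further: cells stimulated with CCL20 at 14 nM final; plate controls were DMSO with CCL20 for no effect and DMSO without agonist for full effect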
Target sequence (P51684 whole entry, looked up): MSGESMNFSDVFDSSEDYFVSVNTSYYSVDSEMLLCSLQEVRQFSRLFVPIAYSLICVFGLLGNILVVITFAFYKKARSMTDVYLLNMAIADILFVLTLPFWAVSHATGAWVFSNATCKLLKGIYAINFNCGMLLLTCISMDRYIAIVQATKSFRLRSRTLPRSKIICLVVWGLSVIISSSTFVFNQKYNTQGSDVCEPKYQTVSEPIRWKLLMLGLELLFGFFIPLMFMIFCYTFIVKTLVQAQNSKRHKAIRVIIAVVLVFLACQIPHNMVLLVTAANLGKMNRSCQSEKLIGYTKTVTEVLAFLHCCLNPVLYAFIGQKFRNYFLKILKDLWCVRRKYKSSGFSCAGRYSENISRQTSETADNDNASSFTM
EBI2 antag – antagonists of human EBI2 receptor. AID 651636. inhibition, % at 5 µM. hit rate 0.81% among 360,000. EBI2 beta-arrestin recruitment, luminescence, 7a,25-OHC stimulated. P32249; in the data active means inhibition above about 38%;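 further: enzyme fragment complementation signal reports receptor beta-arrestin coupling in cells; 0% = agonist plus DMSO wells and 100% = wells without agonist; some results beyond the cut were filed as inactive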
APJ antag – APJ receptor antagonism | inhibition, % at 20 µM | hit rate 0.32% among 330,000 | CHO-K1 APJ beta-arrestin complementation, luminescence | AID 2521;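 active means inhibition above about 40% at 20 µM, limit read from the data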;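 further: cells challenged with 10 nM apelin-13 agonist together with compound; plate controls were apelin-13 plus DMSO wells for no effect and DMSO wells lacking apelin-13 for full effect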
Target sequence (P35414 whole entry, looked up): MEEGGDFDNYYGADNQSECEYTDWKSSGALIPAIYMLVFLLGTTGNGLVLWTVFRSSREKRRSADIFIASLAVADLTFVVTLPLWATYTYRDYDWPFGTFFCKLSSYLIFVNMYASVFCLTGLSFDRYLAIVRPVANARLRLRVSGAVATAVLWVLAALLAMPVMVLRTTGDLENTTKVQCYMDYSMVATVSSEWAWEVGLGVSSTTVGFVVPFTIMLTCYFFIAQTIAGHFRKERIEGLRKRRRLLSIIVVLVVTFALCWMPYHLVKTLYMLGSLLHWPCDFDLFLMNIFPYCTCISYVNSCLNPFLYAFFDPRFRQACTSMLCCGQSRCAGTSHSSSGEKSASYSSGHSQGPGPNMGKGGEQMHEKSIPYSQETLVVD
XBP1 UPR activ – adaptive UPR (XBP1) activation | activation, % at 20 µM | CHO-XBP1 luciferase reporter, IRE1-XBP1 UPR activation, luminescence; percent of tunicamycin response, DMSO as zero | hit rate 0.33% among 330,000;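 active means versus positive control, 20 µM dose yields 30% or more activation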;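 further: 100% = tunicamycin at 10 µg/mL and 0% = DMSO only wells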
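Material: CHO-XBP1 cells stably carrying IRE1-XBP1-driven luciferase reporter / Amount: 1000 cells per well / Compound: 20 µM, 1% DMSO / Times: 6 h treatment, 37 °C / Detection: luciferase luminescence / Measure: % activation of reporter signal versus tunicamycin and DMSO controls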
CXCR6 inh – inhibitors of human CXCR6 receptor | O00574 | CHO-K1 PathHunter CXCR6 beta-arrestin, luminescence | inhibition, % at 20 µM | hit rate 0.36% among 360,000 | AID 602244; in the data active means inhibition above about 34%, passing the limit was not always enough;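 further: antagonist mode with CXCL16 agonist at 10 nM final; 0% = 10 nM CXCL16 with DMSO and 100% = unstimulated wells without agonist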
Target sequence (O00574 whole entry, looked up): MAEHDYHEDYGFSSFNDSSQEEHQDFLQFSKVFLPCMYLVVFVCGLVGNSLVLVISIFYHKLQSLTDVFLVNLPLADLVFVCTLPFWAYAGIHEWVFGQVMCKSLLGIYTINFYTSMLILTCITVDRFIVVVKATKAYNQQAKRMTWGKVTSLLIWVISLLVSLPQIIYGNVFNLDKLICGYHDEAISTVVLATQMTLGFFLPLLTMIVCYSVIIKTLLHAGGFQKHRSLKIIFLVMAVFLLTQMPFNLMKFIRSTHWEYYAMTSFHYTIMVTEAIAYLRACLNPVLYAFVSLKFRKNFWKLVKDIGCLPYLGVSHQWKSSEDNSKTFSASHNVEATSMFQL
Mdm2-MdmX inh – human Mdm2/MdmX binding inhibition | AID 485346 | hit rate 3% among 330,000 | O15151+Q00987 | SaOS-2 split-luciferase Mdm2/MdmX complementation, luminescence | inhibition, % at 8 µM;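 active means inhibition of at least 50% at 8 µM in the primary screen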
APJ ag – APJ receptor agonism. P35414. CHO-K1 APJ PathHunter beta-arrestin, luminescence; 0% DMSO wells, 100% apelin. hit rate 0.11% among 330,000. activation, % at 20 µM. AID 2520;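 active means activation more than six SD over the plate average, tested at 20 µM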;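 further: 0% = DMSO alone and 100% = apelin-13 at 10 nM; some results filed as inactive read as strong as hits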
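Material: CHO-K1 APJ beta-arrestin complementation cell line; Input: cell density 1000 per well; Incubation: compound stimulation 90 min at 25 °C, detection 60 min; Signal: luminescence from split beta-galactosidase complementation, Galacton Star/Emerald II substrate; Controls: DMSO-only wells as negative, 10 nM Apelin-13 as positive control.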
tim23-1 inh – inhibits growth of tim23-1 mutant yeast; inhibition, % at 20 µM; hit rate 1.3% among 330,000; S. cerevisiae tim23-1 growth, BacTiter-Glo luminescence, 24 h;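 active means growth inhibition of the mutant yeast at or above 50%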;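 further: temperature-sensitive mutant grown at 25 °C; plate controls were DMSO-treated mutant yeast for no effect and medium wells lacking yeast for full effect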
An asterisk follows results filed as active; . = no result given. Not all compounds are listed; count on the stated rates, not on these rows.

SMILES	CHOP UPR activ	CCR6 antag	EBI2 antag	APJ antag	XBP1 UPR activ	CXCR6 inh	Mdm2-MdmX inh	APJ ag	tim23-1 inh
COC(=O)c1cc(OC)c(OC)cc1NC(=O)C(C)c1ccc([N+](=O)[O-])cc1 (stereo not given)	-1.8	14	2	7	-1	-1	3	-1	-18
O=C(NCCc1nc(-c2ccccc2)no1)c1ccccc1	0.3	6	6	-1	0	-4	-5	-6	5
CC1=CC(C)(C)Nc2ccc(OC(=O)CN3C(=O)C4CCCCC4C3=O)cc21 (stereo not given)	68*	37	-2	28	-4	14	54*	-10	26
COc1ccc(-c2sc3ccccc3c2C#CCO)cc1	0.8	-5	-2	7	2	-6	5	-4	-16
Cc1ccc2nc(Cl)c(C#N)cc2c1	1.3	-8	-13	-4	2	1	1	1	8
CCn1nnc(NC(=O)c2ccc(-c3ccc(Cl)cc3)o2)n1	3.7	-12	4	-13	5	-8	-37	-6	17
CC(C(=O)OCC(=O)c1cccc([N+](=O)[O-])c1)N1C(=O)C2C3CCC(C3)C2C1=O (stereo not given)	1.0	55*	6	58*	-2	-1	-3	-9	13
CC(=O)[C@@H]1[C@@H](C(=O)c2ccccc2)[C@]2(C(=O)Nc3ccccc32)[C@H]2C=Cc3cc(F)ccc3N12	-1.6	-2	-3	-3	2	17	-1	10	24
CCCN(CCC)S(=O)(=O)c1ccc(C(=O)N2CC3CCC(CC3)C2)cc1	2.4	11	6	7	-4	-7	13	1	3
NNC(=O)CN1CCCc2ccccc21	7.1	8	-1	-4	-6	-1	40	-1	1
COc1cccc(N2CCN(CC(=O)c3c(C)[nH]c4ccccc34)CC2)c1	-2.1	-3	-1	-30	-3	-6	-17	-5	14
Cc1ccc(S(=O)(=O)N(CCCN2CCCC2=O)Cc2cc3c(C)ccc(C)c3[nH]c2=O)cc1	0.2	7	3	-3	-3	5	12	-2	10
Cc1cc(NS(=O)(=O)c2ccc(N)cc2)no1	-3.4	-8	2	-7	-5	4	4	-3	.
Cc1cc(N2C(=O)C(O)=C(C(=O)c3cc4ccccc4o3)C2c2ccc([N+](=O)[O-])cc2)no1 (stereo not given)	1.7	6	-8	29	-3	14	35	-3	12
CSc1ncccc1C(=O)OCC(=O)NC1CCC(C)CC1 (stereo not given)	4.2	11	8	3	0	3	-10	-5	16
COc1ccc(S(=O)(=O)N2CCN(C)CC2)cc1C(=O)Nc1ccccc1	-0.3	8	-7	-10	-2	-2	19	1	-1
CN(C)C(=O)COn1c(SCC(=O)N(C)C)nc2ccccc2c1=O	-2.7	-7	2	32	1	-4	5	-4	-11
CCCCCNC(=O)c1ccc2c(=O)n(CCOC)c(=O)[nH]c2c1	2.1	11	-18	7	-2	1	-27	0	11
Cc1ccc(NC(=O)c2cc(S(=O)(=O)N3CCOCC3)cn2C)cc1F	2.2	21	14	2	-6	-3	13	-2	-4
O=C(O)CCC(=NNC(=O)c1cccc(S(=O)(=O)N2CCCCC2)c1)c1ccccc1	2.1	3	-25	-35	-2	-2	-18	2	19

Only APJ antag, APJ ag and CHOP UPR activ, for 2 of the compounds above:
SMILES | APJ antag | APJ ag | CHOP UPR activ
CN(C)C(=O)COn1c(SCC(=O)N(C)C)nc2ccccc2c1=O | 32 | -4 | -2.7
CCCCCNC(=O)c1ccc2c(=O)n(CCOC)c(=O)[nH]c2c1 | 7 | 0 | 2.1

By substructure, those above containing four or more nitrogen atoms
SMILES	CHOP UPR activ	CCR6 antag	EBI2 antag	APJ antag	XBP1 UPR activ	CXCR6 inh	Mdm2-MdmX inh	APJ ag	tim23-1 inh
CCn1nnc(NC(=O)c2ccc(-c3ccc(Cl)cc3)o2)n1	3.7	-12	4	-13	5	-8	-37	-6	17
CN(C)C(=O)COn1c(SCC(=O)N(C)C)nc2ccccc2c1=O	-2.7	-7	2	32	1	-4	5	-4	-11

(listing goes on)
SMILES	CHOP UPR activ	CCR6 antag	EBI2 antag	APJ antag	XBP1 UPR activ	CXCR6 inh	Mdm2-MdmX inh	APJ ag	tim23-1 inh
Cc1cccc(N(Cc2ccccc2)C(=O)c2cc(S(=O)(=O)N3CCOCC3)ccc2F)c1	-0.2	22	8	6	4	5	11	5	32
Cn1c(=O)c2ccccc2n2c(CCl)nnc12	4.3	10	7	21	-2	7	20	-3	3
COCC(O)CSc1c([N+](=O)[O-])nc(C)n1Cc1ccc(OC)c([N+](=O)[O-])c1 (stereo not given)	-1.2	6	-2	-9	1	-1	11	-2	2
O=C(CCn1ccc2cc(S(=O)(=O)N3CCCC3)ccc21)NCc1ccccc1F	1.5	8	-6	-41	-2	9	5	11	4
COc1ccc(NC(=O)c2ccccn2)cc1S(=O)(=O)N1CCOCC1	-1.2	15	7	-29	-1	7	33	-1	15
Cc1cccc(Nc2c([N+](=O)[O-])ccc3nonc23)c1C	-1.0	5	-2	-27	1	-5	14	2	-1
COc1cccc(C(C(=O)NC(C)(C)C)N(Cc2ccc(F)cc2)C(=O)CCC(=O)Nc2cc(C)on2)c1OC (stereo not given)	1.0	-7	2	-2	-5	4	23	3	14
Cc1ccc(S(=O)(=O)N2CCN(C(=O)C(C)Cn3cncn3)CC2)cc1C (stereo not given)	2.1	4	4	15	2	-3	7	2	6
Cc1nc(-c2cc(C#N)c(Sc3ccc(Cl)cc3Cl)nc2C)cs1	-0.5	17	7	-5	-4	4	-15	3	5
O=C(N1CCOCC1)N1CCN(CC(O)COc2ccc3ccccc3c2)CC1 (stereo not given)	-2.7	-17	8	-12	-1	-5	3	-4	-6
COc1ccccc1CN(C)CC(=O)Nc1ccc(Cl)cc1F	0.1	10	12	-7	-1	4	5	-3	26
O=C1CC(=O)N(Cc2ccco2)C(=S)N1	2.0	21	-1	25	0	-7	-19	0	4
CC(CNC(=O)c1cccc(Br)c1)n1cncn1 (stereo not given)	1.5	-1	3	11	-2	10	16	-3	-2
O=C(COc1ccc2c3c(c(=O)oc2c1)CCC3)Nc1ccccn1	-2.4	12	0	12	-3	5	-15	-3	-15
COC(=O)c1ccccc1NC(=O)COC(=O)[C@H](C)NC(N)=O	0.8	17	-1	-5	2	4	-4	-4	1
O=C(CN1C(=O)CC(c2ccco2)Sc2ccccc21)Nc1ccccc1F (stereo not given)	0.9	17	8	17	-4	2	22	-3	22
CCCCc1n[nH]c2c1/C(=N/OCC)CC(C)(C)C2	-1.5	8	-3	-6	-2	2	-15	0	22
CCc1ccc(S(=O)(=O)n2c(C)nc3ccccc32)cc1	1.7	13	3	-21	-3	0	20	3	3
CCCCN(CC)CCCNC(=O)CC1Nc2ccccc2NC1=O (stereo not given)	-1.3	-12	-2	10	-7	-8	19	-1	9
CCCN1CNC(=S)N(c2cccc(C)c2)C1	-0.7	6	-9	-9	-1	5	-1	0	5
COc1ccc(OC)c(C2=Nn3c(nnc3C3CCCCC3)SC2)c1	0.8	17	-4	13	0	5	23	-3	19
O=[N+]([O-])c1cc(S(=O)(=O)N2CCCC2)ccc1NN=C1CCCCC1	0.5	7	1	-3	-2	6	-7	1	0
O=C(O)C1CCN(C(=O)CSc2nc3cc(Cl)ccc3c(=O)n2Cc2ccccc2)CC1	0.7	11	8	26	-7	-4	10	2	9
COc1ccccc1-n1nnnc1SCC(=O)Nc1oc(C)c2c(C)n[nH]c(=O)c12	-0.6	12	-3	2	-2	4	17	-9	-6
CCOc1cc(N2CCOCC2)c(OCC)cc1NC(=O)[C@H](C)N1C(=O)C2CC=CCC2C1=O (stereo not given in full)	-1.5	-14	9	-3	3	6	16	1	-6
COc1cc(OC)cc(-c2cc3cc4c(cc3cn2)OCO4)c1	2.7	-1	32	37	12	-4	12	-2	21
COc1cccc2cc(-c3nnc(SCC(=O)NCc4ccccc4)n3C)oc12	-1.5	0	-4	1	-2	2	16	-2	-17
COc1ccccc1N1CCN(C(=O)C(=O)c2c[nH]c3ccccc23)CC1	-0.4	-2	11	-4	-4	-6	19	2	21
Cc1ccc(NC(=S)N2CCN(c3ncccn3)CC2)c(C)c1	0.5	-15	-15	-2	-3	-7	-12	1	6
COc1ccccc1C(=O)Nc1nc2ccccc2[nH]1	-8.7	8	1	2	-16	-4	98*	-1	85*
O=C(CN1CCOCC1)Nc1nc2ccc(F)cc2s1	0.3	-2	-2	-16	7	3	4	-3	11
Cc1cc(C(=O)Nc2ccc(Cl)cc2)on1	2.0	3	-8	-2	1	0	-16	-1	1
COc1ccc(CC(=O)N(C)Cc2ccc(Cl)cc2)cc1S(=O)(=O)N1CCOCC1	-1.0	12	-4	-6	2	-6	8	-5	-3
Cn1c(=O)[nH]c(=O)c2c1nc(N1CCCCC1)n2CCOc1ccccc1	0.8	-5	10	10	0	1	23	0	22
Cc1ccn2c(=O)nc(SCC(=O)Nc3ccc4c(c3)OCCO4)nc2c1	1.6	-3	7	13	0	-3	36	0	9
N/C(=N\OC(=O)Cc1ccccc1)c1ccccc1Cl	4.0	2	9	-17	7	-10	-9	1	23
CCn1ccnc1CNC(=O)CC1C(=O)NCCN1Cc1ccc(OC)cc1OC (stereo not given)	-0.5	4	-10	-12	-2	3	-5	-7	-7
COc1ccc(-c2[nH]ncc2CN2CCN(C(=O)c3cccs3)CC2)c(F)c1	1.7	-11	-4	-43	-2	6	16	0	8
CCNCC(=O)N1c2ccccc2CCc2ccc(NC(=O)OC(C)C)cc21	2.6	-10	5	13	-1	4	18	0	13
C(=N\Nc1nc2ccccc2[nH]1)/C1CCCCC1	6.8	21	-12	7	2	4	44	-5	21
CCNC(=O)c1sc(=S)n(-c2ccc(C)cc2)c1N	-0.1	-10	-2	-5	-1	-4	-3	-3	-32
O=C(COC(=O)c1ccc(F)cc1F)NC1CC1	0.8	6	6	-5	5	10	-9	0	6
CCN(CC)c1ccc(/C=C2\SC(=O)N(C(C)C)C2=O)o1	112*	47	56*	53*	-4	27	1	5	60*
COc1ccc(-c2nn(-c3ccccc3)cc2/C=C2/SC(=S)N(CCCC(=O)O)C2=O)c(C)c1	1.2	13	34	18	1	13	15	-3	31
CCCCN(C(=N)N1CCCCC1)c1nc(C)c([N+](=O)[O-])c(=O)[nH]1	0.3	10	-9	1	0	2	-37	2	0
COc1ccc(-c2cc3nc[nH]c(=O)c3s2)cc1	-1.0	2	-5	-3	-2	-2	-65	0	22
COc1ccc(CNC(=O)Cn2cnc3c(OCc4ccccc4)ncnc32)cc1	0.7	2	2	-14	0	0	7	-2	-10
O=S(=O)(c1ccccc1)N1N=C(c2ccccc2)CC1c1ccccc1F (stereo not given)	-0.2	18	1	4	0	6	21	-2	35
COc1cc(CNc2nc3ccccc3[nH]2)cc(OC)c1OC	-0.1	10	-1	19	-2	2	30	-1	14
CCN(CC)S(=O)(=O)c1ccc(N2C(=O)CC2(/C=C/c2ccccc2)C(=O)NC2CCCC2)cc1 (stereo not given)	0.5	10	25	8	-1	-3	-8	-4	1
